Screening data: PubChem BioAssay, National Center for Advancing Translational Sciences (NCATS)
Nrf2 activator: qHTS of Nrf2 Activators; AREc32 ARE-luciferase reporter (MCF7-derived line), luminescence, 24 h; Potency, µM (top dose mostly 46.1 µM), inactives show top-dose activation, usual class: activators; actives 0.31% (n = 410,000); note: potency is the fitted concentration of half-maximal effect; % of control where 0% means no effect; nearly all actives have a fitted effect of over 65% in size
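Luminescent ARE reporter assay in AREc32_Fluc cells: overnight plating at 37 deg C, 24 hr compound incubation, Steady-Glo added, 30 min RT before reading.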
Nrf2 block: Nrf2 qHTS screen for inhibitors; AID 504444, 2011; A549 ARE-Fluc reporter, luciferase luminescence, 18-24 h; actives 2.1% (n = 360,000); Potency, µM (top dose mostly 46 µM), inactives show top-dose activity change, negative = inhibition, hits mostly inhibitors; note: potency is the fitted concentration of half-maximal effect; % is set by controls: 0 for no effect and ±100 for the full control effect; nearly all actives have a fitted effect of over 60% in size
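A549 ARE_Fluc cells (5000/well, 5% FBS OPTI-MEM) pre-incubated 2 h, then treated with compounds 18-24 h at 37C/5% CO2 in concentration-response. CellTiter-Fluor viability read first; BugLite luciferase luminescence after 15 min at room temperature gives Nrf2 activity.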
ATXN2 expr inh: Primary qHTS for Inhibitors of ATXN expression | actives 0.72% (n = 360,000) | Potency, µM (series often up to 57 µM), inactives show top-dose activity change, negative = inhibition, hits mostly inhibitors | AID 1745845, 2022 | HEK-293 ATXN2-luciferase reporter, luminescence, 24 h; note: potency is the fitted concentration of half-maximal effect; % is set by controls: 0 for no effect and ±100 for the full control effect; nearly all actives have a fitted effect of over 55% in size
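qHTS (up to 57 uM final) was run with 24 h compound exposure of reporter cells at 37 °C. Each well was multiplexed: SteadyGlo luminescence measured ATXN2-luciferase expression after a fluorogenic Gly-Phe-AFC viability readout (25 uM final).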
MCF10A rerep: A quantitative high throughput screen for small molecules that induce DNA re-replication in MCF 10a normal breast cells. MCF 10A DNA re-replication, Hoechst nuclear intensity, 48 h. Potency, µM (titrated, usually from 46.1 µM), without a hit: at the top dose activity, positive = re-replication, hits mostly activators. actives 2.9% (n = 350,000). AID 624296, 2012; note: potency is the fitted concentration of half-maximal effect; % of control where 0% means no effect; nearly all actives have a fitted effect of over 50% in size
IL-1B inflam inh: qHTS for Inhibitors of Inflammasome Signaling: IL-1-beta AlphaLISA Primary Screen; THP-1 LPS/ATP IL-1B secretion, AlphaLISA, 16 h; stronger effect = lower value; activity change, % at 57.5 µM; actives 4.7% (n = 360,000); in the data active = activity change below about -50%; inconclusive = mostly about -30% to -49%; note: % is set by controls: 0 for no effect and ±100 for the full control effect
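Secreted IL-1B measured by AlphaLISA bead assay after 16 h compound exposure of THP-1 cells; compounds (final up to 57.5 uM) added 1 h before LPS (250 ng/mL) and ATP (1.25 mM) stimulation; lower signal means less secretion.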
HepG2 tox: qHTS for Inhibitors of TGF-b: Cytotox Counterscreen; HepG2 CAGA-GFP viability, ATP luminescence, 18 h; Potency, µM (highest dose often 46.1 µM), for inactives: at the highest dose activity change, negative = cytotoxicity, actives largely listed as cytotoxic; actives 0.76% (n = 410,000); AID 588856, 2011; note: potency is the fitted concentration of half-maximal effect; some results filed as inactive show a strong effect at the top dose
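CellTiter-Glo luminescence gave cytotoxicity after 18 hours at 37 degrees C. The cells were HepG2 CAGA-GFP in 1% FBS DMEM, stimulated with 500 pg/mL TGF-beta after compound addition. %Activity was normalised to no-cell wells (complete cell-killing) and DMSO (no toxicity), and curves were fitted and classified.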
A549 viability: Nrf2 qHTS screen for inhibitors: counterscreen for cytotoxicity; A549 ARE-Fluc cells, CellTiter-Fluor viability, 18-24 h; Potency, µM (top dose mostly 46 µM), for inactives: at the top dose activity change, negative = cytotoxicity, usual class: inhibitors; actives 0.16% (n = 390,000); note: potency is the fitted concentration of half-maximal effect; % is set by controls: 0 for no effect and ±100 for the full control effect
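A549 ARE-Fluc cells in 5% FBS OPTI-MEM, 5000 cells/well, rested 2 h then exposed to compounds in concentration-response for 18-24 h at 37 °C. Viability by CellTiter-Fluor fluorescence (Ex 405/Em 525) after 30 min; luciferase luminescence (BugLite, 15 min, RT) read afterwards.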
S2 tox: Viability Counterscreen for Primary qHTS for Inhibitors of ATXN expression | AID 651635, 2014 | S2 cells (HEK-293 line with an ATXN2-luciferase reporter) viability, CellTiter-Fluor protease fluorescence, 24 h | Potency, µM (top dose mostly 56.7 µM), most hits filed as cytotoxic | actives 0.49% (n = 400,000); note: potency is the fitted concentration of half-maximal effect; nearly all actives have a fitted effect of over 40% in size
TGFb SMAD3 inh: qHTS for Inhibitors of TGF-b | Potency, µM (top dose mostly 46.1 µM), for the others: at the top dose activity, negative = inhibition, actives largely listed as inhibitors | actives 1.2% (n = 410,000) | HepG2 CAGA-GFP TGF-b/SMAD3 reporter, GFP fluorescence, 18 h; TGF-beta stimulated, 500 pg/mL final; note: potency is the fitted concentration of half-maximal effect; % is set by controls: 0 for no effect and ±100 for the full control effect; nearly all actives have a fitted effect of over 65% in size
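Inhibition of TGF-beta-driven CAGA-GFP reporter expression in HEPG2 cells is measured by cellular GFP fluorescence after 18 h stimulation with 500 pg/mL recombinant TGF-beta in 1% FBS medium at 37 degrees C.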
Active calls of the source: *; i = inactive; u = inconclusive; x = not tested or not shown; & = joins results of further samples; [ ] = another dose, or the depositor's remark. Unless noted, calls come from the whole dose curve; as a rule, active = well fitted curve in the direction sought with a large enough effect; inconclusive = small, poorly fitted or top-dose-only effect, or another doubt; inactive = no such curve, though single readings can be large; an effect the other way counts as inactive or inconclusive. Not a hit list; about 8.8% have a hit in one of these screens.

canonical_smiles	Nrf2 activator	Nrf2 block	ATXN2 expr inh	MCF10A rerep	IL-1B inflam inh	HepG2 tox	A549 viability	S2 tox	TGFb SMAD3 inh
CCOC(=O)NC(Nc1cc(C)on1)(C(F)(F)F)C(F)(F)F	-0.5%	-6%	7%	-3%	9	-5%	4%	i	0%
CCn1c(C)c(C(C)=O)c(NCc2ccccc2)nc1=S	-0.9%	4%	3%	-2%	17	-1%	14%	u	-25%
CN(C)/C=N/S(=O)(=O)c1ccc(Cl)c(Cl)c1	-2.5%	-22%	-7%	3%	-17	-40%	-11%	u	-8%
COC(=O)[C@@]1(C)[C@H]2C(=O)N(C)C(=O)[C@H]2[C@H]2CN=C(SC)N21	3.6%	u	4%	3%	5	5%	5%	i	-13%
O=C(NCCN1CCC(n2c(=O)[nH]c3ccccc32)CC1)c1ccccc1	-1.2%	x	6%	x	5	x	x	i	x
CC(C)NC(=O)c1ccc(COCC(F)(F)C(F)F)cc1	-0.2%	-6%	0%	13%	-10	-40%	-1%	i	19%
CCN(CC)CCNC(=O)C1CCCCN1S(=O)(=O)c1cccc([N+](=O)[O-])c1 (stereo not given)	0.0%	5%	-2%	13%	17	0%	-1%	i	0%
C/C(=N\NC(=O)c1ccc([N+](=O)[O-])c(C)c1)c1ccccc1Cl	4.7%	5%	12%	-20%	-70*	-24%	-7%	i	0%
COc1ccc(-c2nnc3ccc(SC(C(C)=O)C(C)=O)nn23)cc1OC	3.8%	-3%	-5%	u	16	-11%	1%	i	3%
Cc1c(C(=O)N2CCN(c3ccccn3)CC2)oc2c(F)cccc12	2.2%	u	4%	14%	-1	-3%	2%	i	-5%
CCOc1ccc2oc(C(=O)N(C)CCc3ccc(OC)c(OC)c3)c(C)c2c1	2.8%	-10%	-4%	13%	-12	-4%	0%	i	-11%
c1cnc(N2CC[N+]3(CCCC3)CC2)nc1	-0.6%	0%	4%	6%	3	-2%	-1%	i	-3%
COc1ccc(NC(=O)CCOc2ccccc2)c(OC)c1	0.3%	3%	22%	3%	-12	-28%	0%	i	-2%
CCOC(=O)c1ccc(Oc2nc(C)nc3c2oc2ccccc23)cc1	2.8%	x	2%	x	x	-7%	2%	i	27%
COC(=O)Cc1c(C)c2ccc(OCc3nn[nH]n3)c(C)c2oc1=O	0.3%	-4%	4%	-5%	5	8%	-15%	i	19%
COc1ccccc1/C=C/CN1CCC(Oc2cc(C(=O)NC3CC3)ccc2OC)CC1	0.1%	-6%	x	7%	-8	20%	1%	u	27%
O=C(Nc1ncccn1)c1ccc([N+](=O)[O-])cc1	0.5%	-4%	x	6%	12	-2%	-6%	i	-9%
COc1ccc(N2CCN(C(=O)c3ccc(Nc4nc5ccccc5n5nnnc45)cc3)CC2)cc1	7.8%	0%	13%	x	x	-4%	8%	i	-1%
O=C(NCCOc1ccccc1Cl)c1ncn[nH]1	0.3%	10%	x	-16%	0	1%	1%	i	3%
CC(CNC(=O)CN(C)CC(=O)Nc1ccccc1Br)c1ccccc1 (stereo not given)	0.2%	6%	-3%	3%	-1	-4%	-1%	i	8%
CCNC(=S)Nc1ccc(NC(=O)c2ccccc2O)cc1	0.0%	4%	6%	0%	-5	0%	5%	i	3%
O=C(NCCc1nc2ccccc2n1Cc1ccccc1F)c1ccc(F)cc1	3.9%	23µM*	x	x	x	-8%	u	x	0%
COc1ccccc1CNC(=O)Cn1nnnc1CN(C)C(C)C	0.3%	4%	x	-1%	6	-13%	2%	i	-6%
COc1ccc(C2CC(c3ccccc3)Oc3c(C)ccc(C(C)C)c32)cc1 (stereo not given)	x	8%&-16%	x	x	x	-6%&5%	2%&17%	x	u
O=C(O)c1ccc(S(=O)(=O)NC2CCCc3ccccc32)cc1 (stereo not given)	-0.3%	-12%	-9%	1%	5	-6%	-3%	i	2%
N#Cc1ccc(N=c2ssnc2Cl)cc1	0.1%&2.8%	24%&6%	u	u	u	0%&-49%	-5%&-20%	u	u
Cc1ccc(C(=O)O)cc1NCc1ccncc1	0.0%	7%	-9%	0%	-10	-1%	-3%	i	16%
FC(F)(F)c1n[nH]c(=S)n1/N=C/c1ccco1	-0.2%	9%	4%	0%	11	23%	-3%	i	2%
Cn1c(N=Nc2ccccc2)nc2ccccc21	u	u	7%	u	0	7.1µM*	u	i	-7%
O=C(CCNC(=O)c1ccccc1Cl)NNC(=O)c1ccccc1O	-0.1%	1%	-22%	u	23	-35%	2%	i	0%
COC(=O)CN(c1cc(OC)ccc1OC)S(=O)(=O)c1ccc(OC)c(OC)c1	-0.9%	9%	0%	-5%	-25	0%	3%	i	-2%
Cc1sc2ncn(CC(=O)N(C)c3cccc(C(F)(F)F)c3)c(=O)c2c1S(=O)(=O)N1CCN(c2ncccn2)CC1	-0.7%	-11%	-3%	x	x	-7%	-1%	i	0%
Cc1ccc2[nH]c(=O)c(C(c3nnnn3CC3CCCO3)N3CCOCC3)cc2c1 (stereo not given)	-0.7%	12%	2%	3%	21	-12%	-3%	i	27%
CCCCN1C(=O)C(=O)N(CC(=O)c2ccc[nH]2)C1=O	0.9%	5%	12%	5%	4	-4%	0%	i	-29%
CCc1cccc(NC(=O)c2sc3nc4n(c(=O)c3c2C)CCC4)c1	2.3%	3%	18%	-3%	5	-8%	10%	i	-8%
COCCCNC(=O)C1CCN(C(=O)c2cc3sccc3n2Cc2ccc(F)cc2)CC1	0.7%	u	6%	-6%	26	-19%	0%	i	1%
COC(=O)c1ccc(Oc2c(F)c(F)nc(N3CCOCC3)c2F)cc1	0.3%	-21%	u	20%	21	13%	-14%	i	5%
Cc1cccc(N=C2NC(=O)/C(=C/C=C/c3ccco3)S2)c1C	u	-6%	6%	u	4	1%	u	u	u
O=C(COC(=O)c1cccc(-n2cnnn2)c1)c1ccc(F)cc1	5.5%	u	49%[activator]	-1%	2	0%	-3%	i	27%
Cn1c(=O)c2c(nc(SCC(=O)Nc3ccccc3)n2C)n(C)c1=O	-0.1%	-18%	-4%	2%	14	4%	-8%	i	2%
Cc1csc(=O)n1CC(=O)OCC(=O)Nc1cc(S(=O)(=O)N2CCOCC2)ccc1Cl	-0.6%	-5%	5%	-1%	-5	27%	-6%	i	9%
CCOC(=O)[C@]12CCCC=C1N(Cc1ccc(Cl)cc1Cl)C(=O)[C@H](CC(=O)NCc1cccc3ccccc13)C2	0.4%	x	-17%	x	u	x	x	i	x
CC1(C(=O)NCc2ccco2)Cc2c(-c3ccc4c(c3)OCO4)ccnc2O1 (stereo not given)	-0.1%	x	-16%	x	7	-26%	x	u	-25%
CCOc1cc(C2c3c(n[nH]c3C)C(=O)N2c2ccc(C)cc2)ccc1O (stereo not given)	9.1%	27%	41%[activator]	427%[0.0737 µM]	3	-14%	1%	i	-7%
O=C(Nc1ccc(S(=O)(=O)N2CCCCC2)cc1)C1CC(=O)N(Cc2ccccc2)C1 (stereo not given)	0.2%	-19%	1%	2%	2	0%	19%	i	1%
CN1CCN(C(=O)CNc2ccc(C(F)(F)F)cc2[N+](=O)[O-])CC1	2.8%	u	-16%	23%	16	-1%	-18%	u	-1%
COc1ccc(Br)cc1C1Sc2ccccc2NC2=C1C(=O)c1ccccc12 (stereo not given)	0.8%	8%	3%	x	x	-29%	-19%	u	-4%
CSc1ccc(C2NN=C(c3ccccc3)S2)cc1 (stereo not given)	5µM*	u	-31%	-3%	-7	-27%	-1%	i	3%
CCc1ccc(-c2nc(CS(=O)CC(=O)NCc3cccnc3)c(C)o2)cc1 (stereo not given)	0.5%	5%	1%	-8%	16	-25%	-17%	i	-11%
O=C1c2ccc(Br)cc2C(=O)N1c1ccc(Cc2ccncc2)cc1	1.7%	21µM*	-28%	1%	-8	0%	-14%	i	0%
COc1cccc(CN2C(=O)C3(SCC(=O)N3c3ccc(F)cc3)c3ccccc32)c1 (stereo not given)	7.6%	u	-24%	x	x	-29%	6%	i	-11%
COc1cccc(CNC(=O)C(=O)NCC(c2ccco2)S(=O)(=O)c2ccccc2)c1 (stereo not given)	4.7%	x	x	x	x	-19%	6%	x	0%
COc1ccc(S(=O)(=O)NC(=O)C2(C)CCN2C(=O)C2CCCCC2)cc1OC (stereo not given)	-0.8%	x	11%	x	15	5%	x	i	8%
CCOc1ccccc1NC(=O)CSc1c(C)cnc2c1c(=O)n(C)c(=O)n2C	3.5%	x	13%	x	x	2%	11%	i	21%
CCOC(=O)c1c(C)oc2cc(Br)c(OC(C)C(=O)OCC)cc12 (stereo not given)	-0.5%	-27%	-11%	u	28	-17%	-13%	i	6%
Cc1cc(OCc2nc(N)nc(N)c2-c2ccc(Cl)c(Cl)c2)ccc1[N+](=O)[O-]	11%	8.2µM*	u	u	-53*	-37%	17%	i	u

Look-ups from the list.
Nrf2 activator, CCOc1cc(C2c3c(n[nH]c3C)C(=O)N2c2ccc(C)cc2)ccc1O (stereo not given) reads 9.1%
Nrf2 activator, Cc1csc(=O)n1CC(=O)OCC(=O)Nc1cc(S(=O)(=O)N2CCOCC2)ccc1Cl reads -0.6%
